ERb SRC1 inh – ER-beta (human) coactivator binding inhibition; TR-FRET ER-beta LBD / SRC1-Cy5 peptide binding; receptor agonist-loaded with 1 µM estradiol; AID 633; Q92731; inhibition, % at 25.6 µM; 1.3% of 86,000 active;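 active = compounds whose percent inhibition of the receptor-coactivator binding signal exceeds about 50% in the single-dose screen, limit read from the data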;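 also: 0% = receptor plus peptide wells without compound and 100% = peptide-only wells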
Target sequence (Q92731 whole entry, looked up, the tested form may be a part): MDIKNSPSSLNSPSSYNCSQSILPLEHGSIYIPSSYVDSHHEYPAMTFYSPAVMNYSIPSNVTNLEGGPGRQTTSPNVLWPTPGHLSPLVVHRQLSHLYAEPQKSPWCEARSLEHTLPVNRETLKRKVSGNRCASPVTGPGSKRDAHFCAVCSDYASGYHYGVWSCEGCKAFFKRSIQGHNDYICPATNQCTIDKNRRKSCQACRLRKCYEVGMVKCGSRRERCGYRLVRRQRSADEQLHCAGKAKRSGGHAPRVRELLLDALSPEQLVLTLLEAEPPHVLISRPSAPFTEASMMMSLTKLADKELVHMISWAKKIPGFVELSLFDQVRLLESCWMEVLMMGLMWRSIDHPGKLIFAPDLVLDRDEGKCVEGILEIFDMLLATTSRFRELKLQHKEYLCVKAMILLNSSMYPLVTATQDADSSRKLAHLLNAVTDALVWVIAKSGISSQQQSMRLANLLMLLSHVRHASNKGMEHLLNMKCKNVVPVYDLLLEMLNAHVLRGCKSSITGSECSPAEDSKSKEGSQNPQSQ
ERa SRC1 inh – ER-alpha (human) coactivator binding inhibition; P03372; TR-FRET ER-alpha LBD / SRC-1 peptide, estradiol-bound; inhibition, % at 25.6 µM; 1.7% of 86,000 active; in the data active = inhibition above about 50%;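 also: 0% = receptor plus peptide control and 100% = peptide only without receptor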
Smad3 inh – Smad3 (human) transcription factor binding inhibition | P84022 | TR-FRET Smad3/Dy647-FoxH1 peptide binding, europium anti-His | inhibition, % at 25 µM | 0.29% of 88,000 active;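 active = compounds that reduce the energy-transfer binding signal between the protein and its labelled peptide by more than half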;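 also: 0% = Smad3 plus labelled peptide maximal FRET and 100% = peptide-only background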
Target sequence (P84022 whole entry, looked up): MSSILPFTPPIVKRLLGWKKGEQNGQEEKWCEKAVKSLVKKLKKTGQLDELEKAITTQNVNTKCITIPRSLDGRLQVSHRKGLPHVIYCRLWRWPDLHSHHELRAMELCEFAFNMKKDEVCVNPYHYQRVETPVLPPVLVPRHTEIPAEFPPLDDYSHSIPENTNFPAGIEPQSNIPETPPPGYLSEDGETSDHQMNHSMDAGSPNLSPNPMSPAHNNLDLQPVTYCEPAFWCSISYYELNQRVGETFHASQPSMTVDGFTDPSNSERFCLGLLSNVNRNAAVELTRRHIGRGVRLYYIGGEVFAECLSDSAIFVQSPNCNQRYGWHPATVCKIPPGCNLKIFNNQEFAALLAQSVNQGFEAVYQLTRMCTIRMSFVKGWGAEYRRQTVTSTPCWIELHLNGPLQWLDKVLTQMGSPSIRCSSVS
ERa coact pot – ER-alpha (human) coactivator binding potentiation; coactivator binding (% of control), % at 25.6 µM; AID 639; P03372; 1.3% of 86,000 active; TR-FRET ERalpha-LBD/SRC-Cy5 coactivator binding, 2 h; 100 = basal binding, no effect; in the data active = activity above about 200%;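 also: binding measured in presence of low estradiol as agonist stimulus; 0% = peptide alone without receptor and 100% = receptor with peptide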
MT1-MMP txn act – activates MT1-MMP transcription; HT1080 MT1-MMP promoter luciferase reporter, luminescence, overnight; hits give high values; activation factor at 10 µM; 0.16% of 86,000 active;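 active = activation factor of at least 2 for MT1-MMP transcription at 10 µM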
Fibroblast inh – blocks proliferation of human lung fibroblasts. AID 719. 1.1% of 85,000 active. LL 47 human lung fibroblast viability, ATP luminescence; hits give low values. viability, % at 10 µM;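 active = viability at or below 50% in the single dose screen; inactive = viability above 50%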;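 also: compound exposure lasted 72 h before the ATP readout; 100% = median luminescence of untreated cell-only wells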
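Material: human lung fibroblast line LL 47, low passage; Evaluation: viability percentage against median untreated-cell control; Buffer or medium: 15% FBS in IMEM; Incubation: 72 h compound exposure at 37 °C after overnight plating; Dosing: 0.1% DMSO in all compound wells; Measured by: CellTiter-Glo luminescence.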
Mac1 fbg enh – CD11b/CD18-fibrinogen binding enhancement. activation, % at 10 µM. K562 CD11b/CD18 adhesion to fibrinogen, ATPlite luminescence. 0.07% of 93,000 active. P05107+P11215;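 active = 10 µM primary screen giving 50% or more activity, confirmed by 40% or more on retest at that dose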; also: strong numbers were not always called active
H69AR inhibit – blocks growth of human H69AR lung tumor cells. 6% of 85,000 active. AID 598. H69AR lung tumor viability, ATP luminescence, 72 h; hits give low values. viability, % at 10 µM;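 active = viability at or below 40%; inactive = viability above 40%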;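 also: multidrug resistant small cell line overexpressing MRP-1 efflux transporter; 100% = mean luminescence of untreated control wells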
HUVEC inhibit – blocks proliferation of human endothelial cells. HUVEC proliferation, CellTiter-Glo luminescence, 72 h; hits give low values. viability, % at 10 µM (by protocol). 1.1% of 86,000 active. AID 648;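 active = viability at or below 30%; inactive = viability above 30%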;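 also: 100% = median luminescence of DMSO-only cell control wells on each plate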
* marks the source's active call; other numbers are inactive results; x = not tested or not shown; [ ] = remark or other dose. These rows are one share of the data. The share of hits here may be higher or lower than overall.

molecule	Smad3 inh	ERb SRC1 inh	ERa coact pot	ERa SRC1 inh	Mac1 fbg enh	MT1-MMP txn act	Fibroblast inh	HUVEC inhibit	H69AR inhibit
O=C(c1c(Cl)nc2sccn12)N1CCN(c2cccc(Cl)c2)CC1	-5	-5[fluorescence artefact?]	95	4	0	x	59	54	19*
O=C(Nc1ccc(S(=O)(=O)N2CCN(c3ccccc3)CC2)cc1)c1cccs1	2	7[fluorescence artefact?]	113	9[fluorescence artefact?]	2	1.1	95	88	77
CC(=O)NC(C)C(c1cccs1)N1CCN(c2ccccc2)CC1 (centres undefined)	6[fluorescence artefact?]	-21	109	-24	1	1.2	104	104	75
CCC(C)NC(=O)c1csc2c1CCCCC2 (centres undefined)	5	-2	115	-4	-3	1.1	106	103	104
Cc1ccc(Cn2nnc3c(=O)[nH]c(C4CCN(S(=O)(=O)c5ccc(F)cc5)CC4)nc32)cc1	0	5	107	0	x	1.3	97	92	76
CCOc1ccccc1NC(=S)NCc1ccco1	11	-8	102	-2	2	1	101	97	82
CSc1nc(N)c(C#N)c(-c2ccc(Cl)cc2)c1C#N	-10	34[fluorescence artefact?]	255*[fluorescence artefact?]	42[fluorescence artefact?]	1	0.9	92	65	82
Cc1cccc(NC(=O)CSc2nnc(-c3cnccn3)n2Cc2ccco2)c1	8	-6	96	-6	x	1.2	98	87	100
CCCCOC(=O)CSc1n[nH]c(=O)[nH]c1=O	16	-6[fluorescence artefact?]	106	0[fluorescence artefact?]	-5	1.1	100	85	92
Cc1cc(C)n2nc(SCC(=O)Nc3ccc(F)cc3)nc2n1	0	-8	133	-8	-3	1	107	99	105
Cn1c(=O)n(C)c2cc(CNc3ccc(N4CCOCC4)c(C(=O)O)c3)ccc21	3	6[fluorescence artefact?]	111	2	15	1	100	105	96
C=CCn1c(SCC(=O)Nc2ccc3c(c2)OCO3)nnc1-c1ccccc1O	2	-2	92	-5	4	1.2	97	92	93
CCC1(C)Cc2c(sc3nc(NC)n(C)c(=O)c23)CO1 (centres undefined)	-1	-1	117	-5	-2	1	96	93	87
C=CCN1C(=O)CN=C1Nc1ccccc1	-8	-9	98[fluorescence artefact?]	-8	-3	1	99	97	83
Cn1c(=O)c2c(-c3ccccc3)n(N3CCOCC3)cc2n(C)c1=O	5	2[fluorescence artefact?]	137	5	-3	1	80	87	60
O=C(Cn1c(C(=O)NCc2ccco2)cc2sccc21)c1ccccc1	1	-6	122	-5	-6	1.1	91	84	92
Cc1ccc(S(=O)(=O)N2CCOCC2)cc1C(=O)Nc1ccccn1	5	-11	117	-20	2	1.1	101	102	92
COc1cccc(-c2n[nH]c(=S)n2Cc2ccco2)c1OC	7	-1	102	-1	1	1.1	100	98	90
O=C(CCn1nnc2ccccc21)N1CCC(O)(c2cccc(F)c2)CC1	1	3	102[fluorescence artefact?]	2	4	1	98	93	86
Cc1cc(NC(=O)CSc2nc3sc(C)c(C)c3c(=O)n2C2CCCC2)no1	-3	5	116	4	5	1.1	15*	45	15*

Filtered by structure, the compounds so far containing a Cl atom
molecule	Smad3 inh	ERb SRC1 inh	ERa coact pot	ERa SRC1 inh	Mac1 fbg enh	MT1-MMP txn act	Fibroblast inh	HUVEC inhibit	H69AR inhibit
O=C(c1c(Cl)nc2sccn12)N1CCN(c2cccc(Cl)c2)CC1	-5	-5[fluorescence artefact?]	95	4	0	x	59	54	19*
CSc1nc(N)c(C#N)c(-c2ccc(Cl)cc2)c1C#N	-10	34[fluorescence artefact?]	255*[fluorescence artefact?]	42[fluorescence artefact?]	1	0.9	92	65	82

(cont.)
molecule	Smad3 inh	ERb SRC1 inh	ERa coact pot	ERa SRC1 inh	Mac1 fbg enh	MT1-MMP txn act	Fibroblast inh	HUVEC inhibit	H69AR inhibit
Cc1ccc2c(c1)c1c(n2CC(O)Cn2nc(C)c(Br)c2C)CCCC1 (centres undefined)	20	-6	90	14	0	1.2	98	67	55
CC(C)Cn1c(SCC(=O)N2CCCCC2)nc2ccccc2c1=O	0	-3	95	3	x	1.2	99	96	61
C1CCN(Cc2nnnn2C2CCCC2)CC1	9[fluorescence artefact?]	-1	106	3	x	1.1	106	92	88
COc1ccccc1N=C1SC(C(=O)Nc2ccc(F)cc2)CC(=O)N1C (centres undefined)	-2	-13	116	-8	x	1.1	101	98	83
CC1CCN(C(=O)Nc2cccc(NC(=O)N3CCC(C)CC3)c2)CC1	0	1	143[fluorescence artefact?]	-5	-2	1.1	98	97	86
COc1cccc(NS(=O)(=O)Cc2ccccc2)c1	2	-11	119[fluorescence artefact?]	-4	x	1.2	96	97	90
COc1ccccc1NC(=O)CSc1nnc(CC(=O)Nc2cccc(C(F)(F)F)c2)n1C	-7	-2	75	-6	-1	x	102	97	62
O=C1c2ccccc2C(=O)N1CCc1nc(-c2ccncc2)no1	-1	9	80[fluorescence artefact?]	6	-2	1.1	108	105	91
CC(=O)N1CCN(c2ccc(NC(=O)c3ccc4c(c3)OCCO4)cc2)CC1	4	15	93[fluorescence artefact?]	9[fluorescence artefact?]	3	1.1	95	100	105
COc1ccc2c(c1OC)C(=O)OC2Nc1ncc(Br)cc1Br (centres undefined)	12	1	105	1	-3	1.2	101	92	90
Nn1c(SCC(=O)Nc2ccc3c(c2)OCO3)nnc1C1CCCCC1	0	-34	92	-31	2	1.2	111	98	102
COCCCNC(=O)CS(=O)Cc1nc(-c2ccccc2C)oc1C (centres undefined)	2	-6	118	-8	2	1.1	99	90	97
Cc1nc2ccccc2c2c1C(=O)N(C1CCCCCCC1)C2=O	-2	0	107	-9	-5	1.1	95	103	71
Nc1c(NCCCN2CCOCC2)c2ccccc2oc1=O	4	-2	104[fluorescence artefact?]	-13	3	1.2	96	100	88
CCOC(=O)C1CCN(S(=O)(=O)c2cnc[nH]2)CC1	-1	0[fluorescence artefact?]	99	3[fluorescence artefact?]	-5	1.2	104	100	104
Cn1c(CNc2ccccc2O)nc2ccccc21	3	19[fluorescence artefact?]	107[fluorescence artefact?]	8	-4	1.4	88	105	66
CC(C)COc1ccc(C(=O)OCCN2CCOCC2)cc1	6[fluorescence artefact?]	-9	168	-14	-2	1.2	93	89	101
Cn1c(=O)c2cc(NC(=O)c3ccccc3Cl)c(=O)oc2n(C)c1=O	1	4	98	-7	0	1.1	101	101	89
CCCC(=O)NC(C)c1nc2ccccc2[nH]1 (centres undefined)	8	12	107	-7	3	x	100	107	96
O=C(COc1ccccc1)N1CCN=C1SCc1cccnc1	-12	-2[fluorescence artefact?]	118	-6	-3	1	110	102	91
CC(C)CSc1nc2c(=O)[nH][nH]c(=O)c2n1Cc1ccccc1	-1	4	84	-4	x	1.2	97	101	88
COc1ccc(Cn2nc(C)cc2C)cc1OC	-3	-13	84	2	-1	1.1	x	91	91
O=C(c1ccc(-n2cccc2)cc1)N1CCOCC1	0	-7	111[fluorescence artefact?]	10	-2	1.2	102	98	100
COc1cc(NC(=O)c2cc(-c3ccco3)on2)c(OC)cc1Cl	8	14	114	4	18	1.4	84	76	54
Cc1ccccc1NC(=O)c1c(O)c2cccc3c2n(c1=O)CC3	42[fluorescence artefact?]	23[fluorescence artefact?]	154[fluorescence artefact?]	24[fluorescence artefact?]	-1	1.6	98	104	66
Cc1nc2ccc(S(=O)(=O)NC(C(=O)Nc3nccs3)C(C)C)cc2s1 (centres undefined)	5	-2	105	0	-5	1	98	98	95
COc1ccccc1N1CCN(C(=O)CCc2ccc(S(=O)(=O)NCC(C)C)cc2)CC1	3[fluorescence artefact?]	-35	128	-31	1	1.1	92	71	77
CN1CCN(c2nc3c(c(=O)[nH]c(=O)n3C)n2CC(N)=O)CC1	3	-8	120	1	1	1	98	89	94
CCn1c(CC(=O)Nc2ccccc2)nnc1SCC(=O)Nc1ccccc1C(=O)OC	-1	2[fluorescence artefact?]	95	6	8	1.1	96	91	88
Cc1cc(N2CCCCCC2)nc(-c2ccccc2O)n1	2	-12	95	4	4	1.1	89	86	43
O=C(Nc1ccccc1)c1ccc(N2CCN(c3ccccc3)CC2)c(S(=O)(=O)N2CCOCC2)c1	-5	26[fluorescence artefact?]	405*[fluorescence artefact?]	31[fluorescence artefact?]	2	1.1	88	80	73
CCOC(=O)N1CCN(C(=O)CCCn2c(=O)[nH]c3ccccc3c2=O)CC1	-9	29	105	17	0	1.1	103	101	94
O=C(CCn1nc(-c2ccccc2)ccc1=O)N1CCOCC1	-1	-8	108	-6	9	1.3	97	95	95
CC1CCN(C(=O)c2cc(F)c(F)cc2Cl)CC1	1	-7[fluorescence artefact?]	101	-10	x	1.1	93	84	84
COc1ccc(CNC(=O)C2CC(C)=C(C)CC2C(=O)O)cc1 (centres undefined)	21	0	121	1	2	1.1	102	98	93
O=C(c1ccc(Cl)cc1Cl)N1CCC(c2nc3c(nnn3Cc3ccco3)c(=O)[nH]2)CC1	0	15[fluorescence artefact?]	88	7	-1	1.4	92	74	60
CCOC(=O)C1C(c2cccc(Cl)c2Cl)NC(=O)NC1(O)C(F)(F)F (centres undefined)	10	-6	87	3	-4	x	93	107	99
Cn1nnnc1SCc1ccc(F)cc1	-9	9	91	3	0	1.3	96	90	96
CC1(C)C(=O)OC(c2cccs2)C2(CCCCC2)C1=O (centres undefined)	-9	-3	108	-5	-1	1	93	101	90
Cc1ccc(NC(=O)CCC(=O)OCC(F)(F)C(F)F)cc1	1	0	99	-9	1	1.1	95	102	102

Three of the entries above in order of the ERa SRC1 inh value, smallest number first:
Molecule	Smad3 inh	ERb SRC1 inh	ERa coact pot	ERa SRC1 inh	Mac1 fbg enh	MT1-MMP txn act
CC(=O)NC(C)C(c1cccs1)N1CCN(c2ccccc2)CC1 (centres undefined)	6[fluorescence artefact?]	-21	109	-24	1	1.2
CC1CCN(C(=O)c2cc(F)c(F)cc2Cl)CC1	1	-7[fluorescence artefact?]	101	-10	x	1.1
Cc1cccc(NC(=O)CSc2nnc(-c3cnccn3)n2Cc2ccco2)c1	8	-6	96	-6	x	1.2

(continued)
molecule	Smad3 inh	ERb SRC1 inh	ERa coact pot	ERa SRC1 inh	Mac1 fbg enh	MT1-MMP txn act	Fibroblast inh	HUVEC inhibit	H69AR inhibit
CCC(C)C(N)C(=O)NC(CCC(=O)OCc1ccccc1)C(N)=O (centres undefined)	6	24[fluorescence artefact?]	101	-4[fluorescence artefact?]	1	1.2	96	110	100
Cc1ccc(C(=O)NCC2CCCO2)o1 (centres undefined)	12	0	132[fluorescence artefact?]	-2	-5	1.1	101	106	94
COc1ccc(C(c2nnnn2C2CCCCC2)N2CCN(c3ccc(OC)cc3)CC2)cc1 (centres undefined)	-13	-8[fluorescence artefact?]	110	-39	-1	1.2	94	101	89
CCc1nnc(NC(=O)CSc2nnc(-c3ccncc3)n2Cc2ccccc2)s1	-5	3	105	7	0	1.2	94	93	x
Cc1cccc2cc(CN(CCc3ccccc3)C(=O)N3CCOCC3)c3nnnn3c12	-5	0[fluorescence artefact?]	160[fluorescence artefact?]	14[fluorescence artefact?]	-5	1.2	93	74	81
O=C(COc1ccc(Cl)cc1)NCc1nnc(SCC(=O)NCc2ccc3c(c2)OCO3)o1	-3	-17	111	11	0	0.9	110	85	101
C=CCn1c(SCC(=O)Nc2ccc(NC(=O)c3ccco3)c(OC)c2)nnc1-c1ccncc1	4	13[fluorescence artefact?]	97[fluorescence artefact?]	17	6	1	97	91	97
O=C(CSCCO)Nc1cc(C(F)(F)F)ccc1Cl	-16	8	125	1	-3	1.3	102	99	104
CC(c1ccccc1)N1C(=O)NC(NC(=O)c2cccnc2)(C(F)(F)F)C1=O (centres undefined)	9	1	93	-6	x	0.9	108	104	96
COc1cccc(C2CC(=O)Nc3c2c(=O)n(C)c(=O)n3C)c1OC (centres undefined)	-3	-9	131	-4	-2	1.1	97	90	87
Cn1c(CCNC(=O)c2cccs2)nnc1SCC(=O)Nc1nc(-c2ccccc2)cs1	-6	-1	119	0	-4	1.1	101	81	83

Source: PubChem BioAssay
